proCasp7 act – procaspase-7 activators, primary screen, counter-screen for procaspase-3 activator project, biochemical, absorbance, HTS, human. Caspase-7 (Homo sapiens), P55210. recombinant procaspase-7, Ac-DEVD-pNA absorbance 405 nm; D23A/D198A/D206A triple mutant, cannot self-cleave; scale: DMSO 0, 5 µM enzyme 100. activation, % at 8.5 µM. 330,000 compounds, 0.093% hits. AID 463210, 2010;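 active = percent activation above the screen-wide mean plus 3 SD, cut at about 25% in these data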
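buffer or medium = Zinc-free HEPES/NaCl buffer, pH 7.4 | material = Procaspase-7 triple mutant (PC-7 D3A) | input = 2 µM procaspase-7 mutant as dispensed | signal = Epi-absorbance of released pNA at 405 nm, two timepoints | timing = 1 h preincubation, 2 h reaction | replicates = singlicate compound testing | evaluation = % activation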
LAP4-GFP MLPCN – modulators of LAP4-GFP expression in yeast, primary screen, S. cerevisiae, multiplex flow cytometry, MLPCN library; 3 h; median GFP as percent of DMSO wells; GFP response vs DMSO, % at 10 µM; 320,000 compounds, 0.34% hits; AID 2023, 2009;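 active = GFP response vs DMSO above a set limit, about the screen mean plus 3 SD, cut at about 150% in these data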
RPL19A-GFP yeast – RPL19A-GFP expression modulators in yeast, primary screen, cell-based, S. cerevisiae, multiplex flow cytometry, MLPCN; S. cerevisiae RPL19A-GFP strain, 3 h; hits give low values; percent response vs DMSO, % at 10 µM; 330,000 compounds, 0.3% hits; AID 2025, 2009;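 active = percent response vs DMSO below 50%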;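 note: median channel GFP fluorescence of the barcoded RPL19A-GFP strain; ratio of sample median GFP to plate DMSO average so 100% = DMSO; lower means less RPL19A-GFP as with rapamycin TOR inhibition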
AHR act – AHR activators, primary screen, cell-based, luminescence, luciferase reporter, human; Aryl hydrocarbon receptor (Homo sapiens), P35869; AHR-responsive luciferase reporter cells; activation, % at 5 µM; 320,000 compounds, 2.5% hits; AID 2796, 2010; in the data active = activation above about 47%;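 note: 0% = vehicle wells and 100% = reference agonist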
ZTA counter – blocks Epstein-Barr virus ZTA, an EBNA-1 counter-screen; ZTA-DNA binding, fluorescence polarization; inhibition, % at 11 µM; 320,000 compounds, 0.15% hits; AID 2234; in the data active = inhibition above about 33%
proCasp3 act – activators of human procaspase-3 D3A mutant, primary screen, biochemical, absorbance, PC-3 D3A mutant, single concentration | recombinant procaspase-3 D3A, Ac-DEVD-pNA absorbance 405 nm | 330,000 compounds, 0.11% hits | activation, % at 8.5 µM;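 active = activation above the mean of all tested compounds plus 3 SD, cut at about 21% in these data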;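 note: 0% = DMSO alone and 100% = DMSO wells spiked with extra 5 µM PC-3 D3A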
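Compound: 8.5 µM single point, 0.8% DMSO / Material: Autoprocessing-dead procaspase-3 D3A mutant enzyme / Timing: 1 h preincubation plus 2 h reaction at 25 °C / Medium: Zinc-free HEPES/NaCl buffer with 0.01% Triton X-100 at pH 7.4 / Technique: 405 nm absorbance of p-nitroaniline, reads at 0 and 120 min / Repeats: one well per compound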
MEP2-GFP yeast – modulators of MEP2-GFP levels in yeast, primary screen, S. cerevisiae, multiplex flow cytometry, MLPCN library; S. cerevisiae MEP2-GFP strain, 3 h; 100% = DMSO control level; AID 2016, 2009; GFP response vs DMSO, % at 10 µM; 330,000 compounds, 0.51% hits;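 active = GFP response versus DMSO above a set limit, roughly screen mean plus 3 SD, cut at about 180% in these data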;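 note: median GFP fluorescence of the barcode-gated MEP2-GFP cells per well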
EBNA-1 inhibitor – EBNA-1 DNA-binding inhibitors, primary screen, biochemical, fluorescence polarization | inhibition, % at 14.8 µM | 300,000 compounds, 0.34% hits | AID 1950, 2009; in the data active = inhibition above about 28%
* hit, by the source's call; · = not tested or not shown. Rows were taken by chance. Share with any hit: about 3.8%.

Fields – proCasp7 act	LAP4-GFP MLPCN	RPL19A-GFP yeast	AHR act	ZTA counter	proCasp3 act	MEP2-GFP yeast	EBNA-1 inhibitor
O=C(CN1CC[C@@]2(O)CCCC[C@H]2[C@@H]1c1ccc(F)cc1)NCc1ccco1
→ -1.5	105.5	101.1	3.1	-13.4	2.1	101.6	7.2
Cc1ccc(C(=O)NCc2ccc(N3CCN(C(=O)OC(C)(C)C)CC3)cc2)cc1
→ 4.3	94.2	92.3	2.0	-2.1	-3.8	93.0	0.9
CCN(CC)CCNC(=S)Nc1ccc2nc(N3CCCC3)cc(C)c2c1
→ -13.9	92.1	102.2	11.7	-20.1	-18.3	104.3	-12.5
Cc1ccc(C2C(C#N)=C(N)Oc3n[nH]c(-c4cccnc4)c32)o1 (stereo unspecified)
→ 3.4	97.7	95.8	0.1	-5.5	2.6	97.9	-12.3
O=C(c1ccccc1Cl)N1CCN(Cc2ccc3c(c2)OCO3)CC1
→ -0.8	93.7	100.2	1.2	5.1	2.0	103.8	12.1
CC1(C)NC(=O)N(CCOc2cccc(Cl)c2Cl)C1=O
→ -14.4	113.4	98.6	1.2	-10.8	-4.0	101.7	-8.3
CC(Nc1cc(N2CCNCC2)ccc1[N+](=O)[O-])c1ccccc1 (stereo unspecified)
→ 1.4	89.5	103.6	9.0	3.4	-5.3	96.3	10.6
O=C(Nc1ccc(Oc2ccccc2)nc1)C1CCCCN1Cc1cccc(O)c1 (stereo unspecified)
→ 4.2	88.6	93.8	5.8	-1.7	1.5	93.0	3.9
C/C(=N/N1CCN(Cc2cccc3ccccc23)CC1)c1cccnc1
→ -16.4	98.8	103.9	9.9	7.6	-4.0	103.6	-18.5
COc1ccc(S(=O)(=O)N(CCN2CCOCC2)Cc2cc(OC)ccc2OC)cc1
→ 15.6	104.9	103.6	14.8	-12.9	5.4	101.4	-13.3
Cc1c(Cl)cccc1NC(=O)N1CCN(C(=O)c2ccco2)CC1
→ 6.6	91.5	96.1	2.2	-11.6	0.1	100.2	-6.7
O=C(NCc1cccnc1)Nc1ccccc1
→ 0.9	91.3	106.8	-1.1	4.3	10.4	106.3	8.3
COc1ccc(OC)c2[nH]c(=O)c(CCNC(=O)C(C)(C)C)cc12
→ 6.3	98.3	99.3	0.7	4.1	0.8	97.1	2.8
C/C(CCC(=O)O)=N/Nc1ccc([N+](=O)[O-])cc1[N+](=O)[O-]
→ -1.6	93.3	103.1	16.9	7.3	-13.6	100.9	-6.8
Cn1c(NC(=O)c2ccco2)c(-c2ccc(Cl)cc2)c(=O)c2ccccc21
→ -1.4	97.4	98.2	-1.0	1.3	3.1	99.0	2.8
CCOC(=O)C1=C(C)NC2=C(C(=O)C(C(=O)OCC)C(c3ccccc3OC)C2)C1c1ccccn1 (stereo unspecified)
→ -4.8	100.1	100.3	0.8	-7.9	-2.7	127.9	3.5
O=C(CN1C(=O)CNC1=O)Nc1cc(Cl)cc(Cl)c1
→ 8.7	90.8	97.3	0.7	·	14.4	101.5	·
CC(=O)Nc1ccc(NC(=O)CSc2nnc3ccc(-c4cccnc4)nn23)cc1
→ 1.7	100.7	93.9	12.2	-8.1	2.2	98.3	-9.4
O=C(COc1ccc2c3c(c(=O)oc2c1)CCC3)NCC(O)c1ccccc1 (stereo unspecified)
→ -1.4	93.0	94.8	0.9	-11.5	-0.6	99.6	-9.9
Cc1cccc(NS(=O)(=O)c2ccccc2)n1
→ 6.1	81.1	102.3	0.5	-4.3	0.1	101.2	-15.4
CCOc1nc(NCCO)nc(Nc2ccccc2F)n1
→ 1.6	91.3	97.3	6.6	-22.4	8.2	94.5	2.7
Cc1ccc(C(=O)NCc2ccco2)cc1S(=O)(=O)Nc1cccc(Cl)c1
→ 4.1	77.0	98.3	-1.8	-10.3	-4.9	97.9	7.7
C/C(=N\OC(=O)c1ccccc1)c1c(C)nc2cc(C)ccn12
→ -0.1	103.7	93.8	5.2	11.4	2.1	93.5	7.8
CCn1c(Cc2cccs2)nnc1SCC(=O)Nc1ccc(OC)c(OC)c1
→ 4.8	94.3	100.7	1.6	-7.6	10.3	106.5	2.7
COc1ccccc1NC(=O)Cn1cnc2sc(C(=O)Nc3cc(OC)c(OC)c(OC)c3)c(C)c2c1=O
→ -0.5	94.8	94.2	16.7	-16.8	2.6	116.4	-20.8
Cc1nc2scc(C)n2c(=O)c1S(=O)(=O)N1CCN(c2cccc(C(F)(F)F)c2)CC1
→ 3.7	105.1	100.7	7.7	-3.9	-5.7	107.2	-14.8
Cc1c(O)ccc2c(CC(=O)N[C@@H](Cc3c[nH]c4ccccc34)C(=O)O)cc(=O)oc12
→ 18.6	91.7	98.8	17.2	7.9	15.0	119.6	-3.2
CN(C)C(=O)c1ccc(NC(=O)c2cccc(S(=O)(=O)N3CCCc4ccccc43)c2)cc1
→ 0.1	109.9	105.5	3.1	-7.8	9.7	105.0	1.7
CCOC(=O)c1ccc(Nc2ncnc3c2cnn3C)cc1
→ -0.4	112.2	98.3	4.2	10.2	0.7	105.5	6.5
O=C(CNC(=O)c1cccs1)N/N=C/c1cccc(Cl)c1
→ 0.4	106.8	94.3	-9.9	-6.4	-5.7	91.4	-5.0
COCCNC(=O)Cn1cnc2c(cnn2-c2ccc(OC)cc2)c1=O
→ 8.6	77.9	96.6	1.8	2.6	7.7	108.0	-2.8
CCOC(=O)c1[nH]c2ccc(Br)cc2c1NC(=O)CNC
→ -0.8	100.3	100.2	23.0	4.1	-4.3	109.3	5.2
CC(O)Cn1ccccc1=N (stereo unspecified)
→ 14.3	99.7	91.0	-0.9	-13.0	4.6	92.8	-4.4
O=C(/C=C/c1ccccc1)/C=C/c1ccccc1
→ -6.5	·	·	-0.4	12.2	-1.4	·	-19.2
COc1ccc(NC(=O)c2ccc3c(c2)N(C)CCS3)cc1
→ -2.7	102.1	97.6	72.1*	-18.1	0.6	99.4	-4.8
COc1ccc(C2CC(=O)n3nc(C45CC6CC(CC(C6)C4)C5)nc3S2)cc1OC (stereo unspecified)
→ 4.5	98.6	99.2	-0.4	8.4	-3.6	92.8	4.0
CCOc1ccc(-n2ccnc2)nn1
→ 7.5	108.8	95.4	1.2	-1.3	7.3	96.2	-0.1
COc1ccccc1C(=O)NS(=O)(=O)c1ccc(C)cc1
→ 5.8	101.8	96.1	-0.2	·	12.5	94.9	·
O=C(NC1CCCC1)C1(c2ccccc2)CCN(S(=O)(=O)c2ccccc2)CC1
→ 10.4	92.4	97.6	-1.4	3.2	4.7	103.4	4.4
COc1ccc(CN(C(=O)CNC(=O)c2ccco2)C(C(=O)NC2CCCC2)c2ccco2)cc1 (stereo unspecified)
→ 2.2	94.1	99.2	0.8	4.8	0.1	107.5	-0.1
CC(C)C(=O)N=c1sc2cccc(F)c2n1C
→ 1.5	98.6	90.0	18.7	1.0	2.5	79.4	1.3
Cn1c(SCC(=O)NC2CCCCCC2)nnc1-c1cccs1
→ 16.3	89.2	94.7	-2.4	10.4	-0.2	97.8	6.8
COc1cccc(OC)c1C(=O)N1CCOCC1
→ -3.6	91.8	92.1	1.4	-12.6	-2.5	95.5	-11.6
OC(CNCc1ccc(-c2ccccc2)cc1)c1ccccc1 (stereo unspecified)
→ -11.0	106.2	101.0	4.0	-4.7	-0.1	112.7	-5.0
Cc1nonc1OCCNCCNc1ccc([N+](=O)[O-])cc1Cl
→ -7.0	97.4	95.3	1.0	-6.7	-3.0	99.1	-13.7
Cc1ccc(-n2nnnc2SCC(=O)N2CCCCC2)cc1
→ -5.5	101.1	96.8	0.7	5.1	3.1	108.2	16.0
O=C(Cn1c(C(F)(F)F)nc2ccccc21)c1ccc(Br)cc1
→ -2.1	95.2	94.3	-3.6	-16.8	2.6	95.1	16.9
O=C(OCC#Cc1c(COC(=O)c2ccccc2)nnn1Cc1ccccc1)c1ccccc1
→ 2.2	105.5	97.2	-0.9	2.2	6.8	91.3	-5.5
Cc1cc(C)n(-c2nc3ccccc3nc2Nc2ccc3c(c2)OCO3)n1
→ -14.5	108.2	98.1	76.1*	2.4	-11.1	99.4	-4.9
CC(O)[C@H]1CNC(=S)N1CCc1cccc(F)c1 (stereo partly specified)
→ 7.2	88.1	100.0	-0.6	1.3	0.4	102.1	-2.1

Later entries.
Fields – proCasp7 act	LAP4-GFP MLPCN	RPL19A-GFP yeast	AHR act	ZTA counter	proCasp3 act	MEP2-GFP yeast	EBNA-1 inhibitor
CC1(C)C(=O)Nc2ccccc2N1C(=O)COC(=O)c1ccc(Cl)c(S(=O)(=O)NCc2ccccc2)c1
→ 8.8	97.5	100.0	0.7	-5.6	3.6	104.6	-8.9
CCOC(=O)c1c(C)oc(C)c(C(=O)OCC)c1=O
→ 2.7	103.8	96.0	-0.3	-3.8	-4.0	94.1	0.2
COc1ccc(N2CCN(C(=O)Cc3ncc(C(F)(F)F)cc3Cl)CC2)cc1
→ -2.8	92.7	99.9	-1.6	-12.7	6.4	100.7	-5.3
O=C(Nc1cccc(C(F)(F)F)c1)/C(=C\c1ccco1)NC(=O)c1cccs1
→ -3.3	95.5	93.8	36.0	3.6	-11.9	100.3	13.1
CC(=O)Nc1ccc(NC(=O)Cc2sc(-c3cccnc3)nc2-c2ccc(C)cc2)cc1
→ 4.0	99.7	98.2	1.1	4.2	3.1	95.9	54.2*
Fc1ccc(-n2cc(-c3ccccc3)c3c(=S)nc[nH]c32)cc1
→ 0.9	78.7	107.3	12.4	-2.9	-2.1	110.2	-12.8
Cc1ccc(C(=O)OCC(=O)Nc2ncc(C(F)(F)F)cc2Cl)cc1NC(=O)c1ccco1
→ -1.0	90.8	92.8	-0.9	-3.8	6.2	93.2	-12.7
CCn1nc(C)cc1C(=O)N1CCCC(N2CCN(Cc3ccc4c(c3)OCO4)CC2)C1 (stereo unspecified)
→ 7.0	103.3	98.5	-0.3	-4.3	5.8	96.5	1.1
N#Cc1ccsc1NC(=O)CN1CCN(Cc2ccccc2)CC1
→ -7.1	102.7	95.3	4.7	-3.0	-10.2	98.0	-11.2
COc1cc(/C=N/NC(=O)C(N)=O)ccc1OC(=O)c1cccs1
→ 1.8	103.4	100.7	5.1	-8.3	-8.0	108.6	-25.5
O=C(c1ccccc1)C(CCC(CN1CCOCC1)C(=O)c1ccccc1)CN1CCOCC1 (stereo unspecified)
→ 4.7	106.7	96.9	-2.4	8.5	-3.7	101.8	6.8
C=CCn1c(SCC(=O)NC(C)(C)C)nnc1-c1ccccc1O
→ 1.6	98.7	104.0	-2.6	-6.5	-7.9	93.0	-10.4
CC(=O)Nc1ccc(C(=O)CSc2ncn(-c3ccccc3)n2)cc1
→ -4.8	109.8	105.1	4.7	1.5	2.1	109.1	-3.9
CCOc1ccc2[nH]c3c(N4CCN(c5ccccn5)CC4)ncnc3c2c1
→ -9.1	105.8	·	37.8	-3.2	-18.7	107.6	-0.4

Molecules above that have a cyano group (2):
Fields – proCasp7 act	LAP4-GFP MLPCN	RPL19A-GFP yeast	AHR act	ZTA counter	proCasp3 act	MEP2-GFP yeast	EBNA-1 inhibitor
Cc1ccc(C2C(C#N)=C(N)Oc3n[nH]c(-c4cccnc4)c32)o1 (stereo unspecified)
→ 3.4	97.7	95.8	0.1	-5.5	2.6	97.9	-12.3
N#Cc1ccsc1NC(=O)CN1CCN(Cc2ccccc2)CC1
→ -7.1	102.7	95.3	4.7	-3.0	-10.2	98.0	-11.2

High-throughput results from PubChem BioAssay.
